Bioassay records: PubChem, National Center for Advancing Translational Sciences (NCATS)
aSyn tox rescue – inhibitors of alpha-synuclein toxicity in yeast | S. cerevisiae alpha-synuclein toxicity rescue, BacTiter-Glo growth, 24 h | Potency, µM (titrated, usually from 46.1 µM), for the others: at the highest dose growth rescue (activation), most hits filed as activators | 94,000 compounds, 0.02% hits; active = well fitted activation curve with a large enough effect; inconclusive = small, poorly fitted or top-dose-only effect; also: 0% is about no effect
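Growth restoration measured by BacTiter-Glo luminescence after 24 hr at 30 deg C; alpha-synuclein yeast, raffinose-pregrown to mid-log, were added at OD600=0.02 in galactose medium onto pinned compounds.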
An asterisk follows results filed as active; ? = inconclusive. Potency is read from the fitted curve at half-maximal effect. Only part of the results is shown; count on the stated rates, not on these rows.

SMILES | aSyn tox rescue
CCCCn1c2ccc(F)cc2c2nnc(SCCN(CC)CC)nc21 | -3%
Fc1ccc(CN2CCc3nc(Nc4ccccc4)ncc3C2)cc1F | 1%
CC(C)c1ccc(C(=O)NC2=NCCS2)cc1 | -8%
CSCCC(NC(N)=O)C(=O)Nc1ccc(C)cc1 (stereo not given) | -9%
CCOC(=O)c1cnc2c(C)cc(C)cc2c1Nc1cccc(C(=O)O)c1 | 1%
CCN1CCN(Cc2ccc(NC(=O)c3cc(NC(=O)c4cncc(-c5ccc(C#N)cc5)c4)cc(OC)c3)cc2C(F)(F)F)CC1 | -2%
CCCCOc1ccccc1C(=O)N(Cc1cccc(F)c1)C1CCS(=O)(=O)C1 (stereo not given) | 3%
CC(NC(=O)c1cc(=O)[nH]c2ccccc12)c1ccc(F)cc1F (stereo not given) | -1%
O=c1cc(Nc2cccc(Br)c2)[nH]c(=O)[nH]1 | 16%
O=C(Cc1csc2nc(-c3ccccc3)cn12)NCc1ccc(F)cc1 | 5%
CCc1nc(Nc2ccc(OC)cc2OC)c2oc3ccccc3c2n1 | -8%
CC1CCN(CCCOc2ccc(Br)cc2Cl)CC1 | 10%
O=[N+]([O-])c1cccc(CSc2nnc3ccccn23)c1 | -4%
Cc1ccc(/C=N/NC(=O)C(C)NC(=O)c2ccccc2)cc1 (stereo not given) | 1%
Cc1cc(S(=O)(=O)N2CCCc3ccccc32)ccc1-n1cnnn1 | 12%
COc1ccccc1-c1nc(SCC(=O)NCc2ccc(C)cc2)c2c(=O)n(C)c(=O)n(C)c2n1 | -1%
COc1cc(OC)c(NC(=O)CSc2nccn2C)cc1Cl | 9%
CCOc1cc2[nH]c(=O)n(Cc3ccc(C(=O)NCCCN4CCC(C)CC4)cc3)c(=O)c2cc1OCC | 3%
CCOc1ccc(-c2nnc3ccc(SCC(=O)N4CCN(c5ccccc5)CC4)nn23)cc1 | 10%
Cc1ccccc1NC(=O)c1cccc(NC(=O)CCC(=O)O)c1 | 2%
Cc1cc(C)n(CCCNC(=O)C2CC(=O)N(Cc3ccccc3)C2)n1 (stereo not given) | 12%
COc1ccc(CC(=O)Nc2nc3c(s2)CCCC3)cc1 | 6%
Cc1cc(NC(=O)CSc2nc(=O)n(CCN(C)C)c3c2CCCC3)no1 | 7%
Cc1ccc(C)c(Cn2c(=O)n(CCCCC(=O)NCc3ccc4c(c3)OCO4)c(=O)c3ccccc32)c1 | 9%
COc1ccc(C(=O)N2CCOC2CNC(=O)C(=O)NCc2ccccc2)cc1 (stereo not given) | -9%
O=C(c1ccc2c(c1)N(Cc1ccccc1F)C(=O)c1ccccc1S2=O)N1CCCCC1 (stereo not given) | 4%
Cc1nnc(N2CCCC(C(=O)NCc3ccccc3F)C2)c2nn(-c3ccc(Cl)cc3)c(C)c12 (stereo not given) | 2%
O=C(Nc1ccc(F)c(Cl)c1)N1CCC(CN2CCc3ccccc3C2)CC1 | 3%
COCCCNC(=O)CCC(=O)N1Cc2cccc(OC)c2Oc2ncccc21 | -3%
Cc1ccc(-n2nc(C(=O)N3CCN(c4ccccc4)CC3)c(=O)n(C)c2=O)cc1 | 5%
CSc1cccc(NC(=O)c2cc(S(=O)(=O)N3CCc4ccccc43)cn2C)c1 | 2%
CCC(C)NC(=O)C1CCN(S(=O)(=O)c2cc([N+](=O)[O-])ccc2Cl)CC1 (stereo not given) | 3%
CC(C)C(=O)NC(=S)Nc1ccccc1N1CCN(C(=O)c2ccc(Cl)cc2)CC1 | -9%
CCOc1ccc(S(=O)(=O)N2CCC(C(=O)N3CCN(C)CC3)CC2)cc1Cl | 1%
CCC(C)NC(=O)c1cn(CC)c2ccc(S(=O)(=O)N3CCCCC3)cc2c1=O (stereo not given) | -2%
Cc1ccc(NC(=O)c2cc3c(=O)oc4ccccc4c3s2)nc1 | -6%
Cc1ccc(CNC(=O)CCCn2c(=O)c3ccccc3n(Cc3ccccc3Cl)c2=O)cc1 | -6%
COCCCNC(=O)c1ccc(Cn2c(SCc3ccc(F)cc3)nc3cccnc32)cc1 | -16%
COc1ccc(S(=O)(=O)N2CCC(c3nc4ccccc4[nH]3)CC2)cc1 | -2%
CCc1ccccc1N1CSC2=C(C#N)C(c3ccccc3F)CC(=O)N2C1 (stereo not given) | 1%
Cc1ccc(N2CCN(S(=O)(=O)c3cccc4ccccc34)CC2)cc1Cl | 2%
OCC1OC(n2cnc3ccccc32)CC1O (stereo not given) | -7%
Cc1c(C(N)=O)sc2ncn(CC(=O)N(C)C3CCCCC3)c(=O)c12 | -11%
CCN(C(=O)CCc1nc(-c2ccc(C)cc2)no1)c1cc(C)ccc1C | 7%
COC(=O)c1oc2ccccc2c1NC(=O)c1ccccc1O | -4%
CC(=O)Nc1ccc(/C=N/N2CCCCC2)cc1 | -6%
COc1ccc(S(=O)(=O)N(CC(=O)NCCSc2ccc(C)cc2)c2ccc(C)cc2)cc1 | 0%
COc1ccccc1NC(=O)CSc1nc(-c2ccc(C)cc2)nc2c1Cc1c(CO)cnc(C)c1O2 | 0%
Fc1ccccc1-n1ncc2c1ncn1nc(Cc3ccccc3)nc21 | 0%
Cc1c(C(=O)Nc2ccc(C(C)C)cc2)sc2nc3n(c(=O)c12)CCC3 | -13%
COc1ccc(C2C(C(N)=O)=C(C)Nc3nc(SCc4ccccc4Cl)nn32)cc1OC (stereo not given) | 2%
COc1ccc2c(c1)c1c(c(=O)n(Cc3ccccc3)c(=O)n1CC(=O)Nc1ccccc1F)n2C | 5%
COCC(C)n1c(SCC(=O)N2CCc3ccccc3C2)nc2ccccc2c1=O (stereo not given) | 1%
O=C(COc1ccc2ccccc2c1)NC1CC(=O)N(c2ccccc2)C1 (stereo not given) | 4%
NC(=O)C1CCN(C(=O)c2ccc(NC(=O)c3nsc4ccccc34)cc2)CC1 | 0%
CCOc1ccc(Cl)cc1C1CC(=O)Nc2cc(OC)c(OC)c(OC)c21 (stereo not given) | -6%
COc1cc(C2C(C#N)=C(N)Oc3cc(C)oc(=O)c32)cc(OC)c1OC (stereo not given) | 5%
COc1ccc2nc(NC(=O)c3nc(SC(C)C)ncc3Cl)sc2c1 | -3%
CCOc1ccccc1C(=O)N(Cc1ccco1)Cc1ccco1 | 1%
O=C(CCNS(=O)(=O)c1ccccc1C(F)(F)F)N1CCN(S(=O)(=O)c2cccc(F)c2)CC1 | -5%

(more compounds)
SMILES | aSyn tox rescue
CCCc1cc(C(=O)Nc2sc(C(C)=O)c(C)c2C(=O)OCC)no1 | -7%
COc1cc(CNC(=O)c2ccc(NC(=O)N3CCCCc4ccccc43)cc2)cc(OC)c1OC | 7%
COc1ccc(C(=O)N(C)C2CCN(C)CC2)cc1S(=O)(=O)Nc1cc(Cl)ccc1Cl | -6%
CCOc1cc(CNC(=O)NC2COc3ccc(OC)cc3C2)cc(OCC)c1OCC (stereo not given) | -4%
CCOc1c(Br)cc(C(=O)Nc2cccc(S(=O)(=O)N3CCOCC3)c2)cc1OC | -10%
COc1ccccc1NC(=O)COC(=O)COc1cccc2c1OC(C)(C)C2 | 14%
COCCN1Cc2cccc(C(=O)Nc3cccc(-c4nc5ccccc5[nH]4)c3)c2C1=O | -6%
O=C1CCC(=O)N1c1ccc(NCCc2cccc(F)c2)c([N+](=O)[O-])c1 | 3%
Cc1ccc2c(c1)N(CC(=O)N1CCCCC1C)C(=O)CO2 (stereo not given) | -3%
COc1ccc(CC(=O)OCC(=O)Nc2ccc3c(c2)OCO3)cc1OC | 18%
O=C(CN1C(=O)C2(SCC(=O)N2c2cccc(Cl)c2)c2ccccc21)NCCc1ccccc1 (stereo not given) | 3%
O=C(O)c1ccc(OCc2ccc(C(=O)O)o2)cc1 | -6%
NC(=O)C1(C(N)=O)OC1c1ccccc1 (stereo not given) | 5%
O=[N+]([O-])c1cccc(N/N=C/c2cccc(O)c2O)c1 | 13%
CC(C(=O)NC(N)=O)N1C(=O)NC(c2ccccc2)(c2ccccc2)C1=O (stereo not given) | 0%
CCN(Cc1ccccc1)C(=O)c1cccc(S(=O)(=O)N2CCN(c3ccccc3)CC2)c1 | 15%
CCc1ccccc1NC(=O)CNC(=O)CCc1nc2sc3c(c2c(=O)[nH]1)CCCC3 | -5%
N#CC(C#N)=Cc1ccc(NC(=O)c2ccc(Br)cc2)cc1 | -5%
CO/N=C\CC(=O)Nc1ccc(Cl)cc1Cl | -27%
COc1ccc(C)cc1NC(=O)c1cc2c(=O)n(Cc3cccnc3)ccc2nc1C | -8%
COc1ccc(Cl)cc1S(=O)(=O)N1CCN(C(=O)c2cc(-c3ccc(Br)cc3)n[nH]2)CC1 | 16%
C=CCN=C1S/C(=C\c2ccc(N(C)C)cc2)C(=O)N1CC=C | -6%
CCOc1ccc(-n2c(SCC(=O)N3CCC(C)CC3)nc3c([nH]c4ccccc43)c2=O)cc1 | -7%
COc1ccc(NC(=O)Cn2c(=O)n(CCC(C)C)c(=O)c3cccnc32)cc1Cl | -11%
COc1ccc(NC(=O)c2ccco2)cc1NC(=O)c1ccccc1 | -8%
Cc1cc(C)c(NC(=O)CNC(=O)COC(=O)C2=COCCO2)c(C)c1 | -2%
CCCCC1CCCC12NC(=O)NC2=O (stereo not given) | -5%
Cc1cc(C(=O)OCC(=O)NNC(=O)c2cccs2)ccc1[N+](=O)[O-] | 1%
COc1ccc(-n2c(C)c(C(C)=O)c3cc(O)ccc32)cc1 | 6%
O=C(CSc1nc2c([nH]c3ccccc32)c(=O)n1-c1ccc(F)cc1)Nc1ccc2c(c1)OCCO2 | 2%
Cc1ccc(-c2nnc(SCC(=O)NCc3ccccc3)o2)cc1 | 5%
CCc1ccc(S(=O)(=O)Nc2ccc3c(c2)n(C)c(=O)c(=O)n3C)cc1 | 1%
Cc1ccc(C(=O)Nc2nc3ccc(S(=O)(=O)N4CCCC4)cc3s2)cc1 | -19%
O=C(c1cccn(Cc2ccc(C(F)(F)F)cc2)c1=O)N1CCOCC1 | 5%
O=c1oc2ccccc2c(N2CCN(c3ccc(F)cc3)CC2)c1CN1CCCC1 | -4%
O=C1COc2ccc(C(=O)COC(=O)c3ccccc3[N+](=O)[O-])cc2N1 | -3%
CCCS(=O)(=O)Nc1c(C(=O)O)[nH]c2ccc(OC)cc12 | -12%
CCOc1ccc(NC(=O)Cn2c(=O)oc3cc(S(=O)(=O)N4CCC(C)CC4)ccc32)cc1 | -3%
CCn1c(SCC(=O)Nc2cc(C)on2)nnc1-c1cccc(C)c1 | 10%
CC(=O)NC1(C(=O)O)CCCC1 | -10%
Cc1ccc(S(=O)(=O)NCc2ccccc2)cc1C(=O)N(C)CC(=O)Nc1c(Cl)cccc1Cl | 7%
Cc1ccc2c(c1)N(C(=O)Nc1cccc3c1CCCC3)CCO2 | -1%
Cc1ccc(O)c(C(CC(=O)NCc2cccnc2)c2ccccc2)c1 (stereo not given) | 0%
CCOC(=O)c1cnc2c(Cl)c(Cl)ccc2c1Nc1ccc(N(C)C)cc1 | -4%
Cc1cc(C)cc(NC(=O)c2cccc(C(=O)Nc3cc(C)cc(C)c3)c2)c1 | -7%
CCOc1ccc(CNC(=O)c2ccc3c(c2)nc2n3CCCCC2)cc1 | ?
COC(=O)c1ccc(CNC(=O)CSc2nc3ccccc3[nH]2)cc1 | -2%
O=C(COC(=O)c1cc(NS(=O)(=O)c2cccs2)ccc1O)Nc1cc(Cl)ccc1Cl | -3%
CCN(CC)S(=O)(=O)c1ccc(NC(=O)c2cccs2)cc1 | 2%
Cc1ccc(Cl)cc1N1CCN(C(=O)Cn2nc(C)n3c(cc4sccc43)c2=O)CC1 | -4%
COc1ccc(OC)c(-n2c(-c3ccc(O)cc3O)n[nH]c2=S)c1 | -13%
COc1cccc(NC(=O)CC(=O)c2ccccc2)c1 | 9%
CC(=O)c1c(C)[nH]c(C(=O)OCc2c(F)cccc2Cl)c1C | -2%
Cn1cc(S(=O)(=O)N2CCN(C(=O)c3ccco3)CC2)c(=O)n(C)c1=O | -10%

Among those listed so far, 13 contain an NH in an aromatic ring:
SMILES | aSyn tox rescue
CC(NC(=O)c1cc(=O)[nH]c2ccccc12)c1ccc(F)cc1F (stereo not given) | -1%
O=c1cc(Nc2cccc(Br)c2)[nH]c(=O)[nH]1 | 16%
CCOc1cc2[nH]c(=O)n(Cc3ccc(C(=O)NCCCN4CCC(C)CC4)cc3)c(=O)c2cc1OCC | 3%
COc1ccc(S(=O)(=O)N2CCC(c3nc4ccccc4[nH]3)CC2)cc1 | -2%
COCCN1Cc2cccc(C(=O)Nc3cccc(-c4nc5ccccc5[nH]4)c3)c2C1=O | -6%
CCc1ccccc1NC(=O)CNC(=O)CCc1nc2sc3c(c2c(=O)[nH]1)CCCC3 | -5%
COc1ccc(Cl)cc1S(=O)(=O)N1CCN(C(=O)c2cc(-c3ccc(Br)cc3)n[nH]2)CC1 | 16%
CCOc1ccc(-n2c(SCC(=O)N3CCC(C)CC3)nc3c([nH]c4ccccc43)c2=O)cc1 | -7%
O=C(CSc1nc2c([nH]c3ccccc32)c(=O)n1-c1ccc(F)cc1)Nc1ccc2c(c1)OCCO2 | 2%
CCCS(=O)(=O)Nc1c(C(=O)O)[nH]c2ccc(OC)cc12 | -12%
COC(=O)c1ccc(CNC(=O)CSc2nc3ccccc3[nH]2)cc1 | -2%
COc1ccc(OC)c(-n2c(-c3ccc(O)cc3O)n[nH]c2=S)c1 | -13%
CC(=O)c1c(C)[nH]c(C(=O)OCc2c(F)cccc2Cl)c1C | -2%
